ROC1-CUL1 inh: human ROC1-CUL1 E3 ligase inhibition. P62877+Q13616. in vitro K48 di-Ub FRET, acceptor:donor ratio, 45 min. inhibition, % at 10 µM. 0.6% of 140,000 active. AID 1347404; in the data active = inhibition above about 25%
Target sequence (P62877 whole entry, looked up): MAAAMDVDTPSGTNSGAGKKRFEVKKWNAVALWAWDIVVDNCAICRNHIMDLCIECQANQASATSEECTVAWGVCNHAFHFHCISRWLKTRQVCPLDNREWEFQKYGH
Target sequence (Q13616 whole entry, looked up): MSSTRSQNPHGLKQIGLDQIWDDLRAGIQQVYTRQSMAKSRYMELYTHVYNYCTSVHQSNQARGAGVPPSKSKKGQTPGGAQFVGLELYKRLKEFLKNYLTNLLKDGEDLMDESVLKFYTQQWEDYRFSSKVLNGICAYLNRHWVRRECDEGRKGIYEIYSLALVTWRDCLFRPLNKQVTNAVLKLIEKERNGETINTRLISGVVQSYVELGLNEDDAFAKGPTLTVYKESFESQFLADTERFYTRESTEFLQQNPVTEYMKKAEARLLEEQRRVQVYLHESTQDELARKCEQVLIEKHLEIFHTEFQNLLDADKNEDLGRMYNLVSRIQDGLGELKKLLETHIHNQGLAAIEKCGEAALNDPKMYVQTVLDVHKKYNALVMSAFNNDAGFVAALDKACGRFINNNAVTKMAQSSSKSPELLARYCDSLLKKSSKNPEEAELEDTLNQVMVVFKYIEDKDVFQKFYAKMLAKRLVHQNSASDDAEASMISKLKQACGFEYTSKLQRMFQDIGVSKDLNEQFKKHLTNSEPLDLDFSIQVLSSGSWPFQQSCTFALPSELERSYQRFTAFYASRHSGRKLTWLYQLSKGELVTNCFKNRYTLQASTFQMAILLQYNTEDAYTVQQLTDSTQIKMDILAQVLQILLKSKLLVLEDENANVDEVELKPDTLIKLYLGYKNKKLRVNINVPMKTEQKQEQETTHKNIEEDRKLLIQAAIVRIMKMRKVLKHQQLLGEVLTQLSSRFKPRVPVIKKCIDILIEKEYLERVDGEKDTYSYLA
Numbers without * were called inactive. This is a subset; the hit share may differ from the screen's.

O=C(CN1C(=O)CN=C(c2ccccc2)c2cc(Br)ccc21)NNC(=O)c1ccccc1
  ROC1-CUL1 inh = 4

C(CCc1nn[nH]n1)CCc1nn[nH]n1
  ROC1-CUL1 inh = 4

Cc1ccsc1C(=O)C1CCCN(Cc2ccn[nH]2)C1 (centres undefined)
  ROC1-CUL1 inh = 8

CC(C(=O)c1cn(C)c2ccccc12)c1ccccc1 (centres undefined)
  ROC1-CUL1 inh = 4

CCNc1c([N+](=O)[O-])ccc2nonc12
  ROC1-CUL1 inh = -17

Cc1ccccc1-n1nc(C)c2c1NC(=O)CSC2c1ccccc1C(F)(F)F (centres undefined)
  ROC1-CUL1 inh = 0

O=C(c1ccc2c(c1)N(Cc1ccc(F)cc1)C(=O)c1ccccc1S2)N1CCC2(CC1)OCCO2
  ROC1-CUL1 inh = 3

CC12CN3CC(C)(CN(C1)C3Cc1ccccc1)C2=O (centres undefined)
  ROC1-CUL1 inh = -1

O=c1c2ccccc2nc(CNCC2CCCO2)n1-c1ccc(F)cc1 (centres undefined)
  ROC1-CUL1 inh = -6

Cc1ccc(C2NCc3c(Cl)cccc3-n3cccc32)cc1 (centres undefined)
  ROC1-CUL1 inh = -8

CN1CCC(N2CCCC(NC(=O)C3(c4ccccc4)CCN(C)CC3)C2)CC1 (centres undefined)
  ROC1-CUL1 inh = -9

CCc1nc2ccc(Br)cc2c(=O)n1-c1ccccc1I
  ROC1-CUL1 inh = 7

O=C(c1ccc(C2CCCN2)s1)N1CCN2CCC1CC2 (centres undefined)
  ROC1-CUL1 inh = 0

CCOc1cccc(CNCCc2c(C)[nH]c3ccc(OC(F)(F)F)cc23)c1O
  ROC1-CUL1 inh = -5

Cc1ccccc1-n1c(-c2cccs2)nc2ccccc2c1=O
  ROC1-CUL1 inh = 6

O=C(Cc1ccc([N+](=O)[O-])cc1)N1CCN(C(c2ccccc2)c2ccccc2)CC1
  ROC1-CUL1 inh = -5

COc1ccc(C2CC(=O)Oc3c2c(=O)oc2ccccc32)c(OC)c1OC (centres undefined)
  ROC1-CUL1 inh = -6

C=CCN1C(=O)C2(C(C(=O)OC)=C(C)OC(=N)C2C(=O)OCC)c2ccccc21 (centres undefined)
  ROC1-CUL1 inh = 15

CC(Cc1cncs1)NC1CCN(c2cccc(NC(=O)CCCc3ccccc3)c2)CC1 (centres undefined)
  ROC1-CUL1 inh = 9

N#CC1C(=N)Oc2c(c(=O)oc3ccccc23)C1c1ccc(OC(F)(F)F)cc1 (centres undefined)
  ROC1-CUL1 inh = -7

COc1ccc(CCNCc2ccc3c(c2)n(C)c(=O)n3C)cc1
  ROC1-CUL1 inh = 10

CCS(=O)(=O)NCc1nnc2n1-c1ccc(Cl)cc1C(c1ccccc1)=NC2
  ROC1-CUL1 inh = 11

CC(=O)C1C2c3ccccc3OC1(C)N=c1s/c(=C/c3cn(C)nc3C)c(=O)n12 (centres undefined)
  ROC1-CUL1 inh = 1

c1ccc(C(c2ccccc2)[N+]23CCN(CC2)CC3)cc1
  ROC1-CUL1 inh = -10

CN1C(=O)CN=C(c2ccccc2)c2cc(Br)ccc21
  ROC1-CUL1 inh = -7

O=C1[C@@H]2C3CCC(O3)[C@H]2C(=O)N1CNc1ccc(Cl)c(Cl)c1
  ROC1-CUL1 inh = 3

COc1ccc(C2c3c(c4ccccc4oc3=O)OC(=N)C2C#N)c(OC)c1OC (centres undefined)
  ROC1-CUL1 inh = -3

CCOC(=O)CSC1=NP(=S)(SCC(=O)OCC)N2CCCC2=C1C#N (centres undefined)
  ROC1-CUL1 inh = 1

O=C1OCCC12CCCCC2
  ROC1-CUL1 inh = 2

CN(C)CC(O)c1ccccc1Cl (centres undefined)
  ROC1-CUL1 inh = 4

3 successive entries out of the list so far:
O=C(Cc1ccc([N+](=O)[O-])cc1)N1CCN(C(c2ccccc2)c2ccccc2)CC1
  ROC1-CUL1 inh = -5

COc1ccc(C2CC(=O)Oc3c2c(=O)oc2ccccc32)c(OC)c1OC (centres undefined)
  ROC1-CUL1 inh = -6

C=CCN1C(=O)C2(C(C(=O)OC)=C(C)OC(=N)C2C(=O)OCC)c2ccccc21 (centres undefined)
  ROC1-CUL1 inh = 15

Next part.
CCCc1nc(C)cc(N2CCN(CC)CC2)n1
  ROC1-CUL1 inh = -22

N#Cc1cnn2c(C(F)(F)F)cc(-c3cccs3)nc12
  ROC1-CUL1 inh = -2

Cc1ccc(C(=O)Nc2ccc(N3CCC(NC(C)Cc4cccnc4)CC3)cc2)c(C)c1 (centres undefined)
  ROC1-CUL1 inh = -1

CN(C)CC(Cl)c1ccccc1I (centres undefined)
  ROC1-CUL1 inh = -7

CCN1CCN(C(=O)Cc2c(F)cccc2Cl)CC1
  ROC1-CUL1 inh = 5

CCOC(=O)/C(C#N)=C1/CN2CCC1CC2
  ROC1-CUL1 inh = 8

CCOC(=O)C1=C(C)OC(=N)C(C(=O)OC(C)C)C12C(=O)Nc1ccc(Br)cc12 (centres undefined)
  ROC1-CUL1 inh = 13

O=C(COc1ccccc1Cl)N1CCN(CCc2ccccn2)CC1
  ROC1-CUL1 inh = 11

OC12CC(C3COC1O3)n1cnnc1N2 (centres undefined)
  ROC1-CUL1 inh = -17

O=C1NCN(c2ccccc2)C12CCNCC2
  ROC1-CUL1 inh = 3

CCCCC12CN3CC(C)(CN(C1)C3c1ccccn1)C2=O (centres undefined)
  ROC1-CUL1 inh = -11

Cc1nc(N)sc1C(=O)N=[N+]=[N-]
  ROC1-CUL1 inh = -2

COc1ccc(NC(=O)CCc2nc(C3=CCN(Cc4cccc(C)c4)CC3)no2)c(OC)c1
  ROC1-CUL1 inh = -8

COc1cccc(C2(O)CCSCC2CN(C)C)c1 (centres undefined)
  ROC1-CUL1 inh = -1

COc1ccc(C(=O)OC2(C(=O)O)c3ccccc3-c3ccccc32)cc1
  ROC1-CUL1 inh = -2

As entered above:
COc1ccc(NC(=O)CCc2nc(C3=CCN(Cc4cccc(C)c4)CC3)no2)c(OC)c1 in ROC1-CUL1 inh = -8
CN(C)CC(O)c1ccccc1Cl (centres undefined) in ROC1-CUL1 inh = 4
CCN1CCN(C(=O)Cc2c(F)cccc2Cl)CC1 in ROC1-CUL1 inh = 5
c1ccc(C(c2ccccc2)[N+]23CCN(CC2)CC3)cc1 in ROC1-CUL1 inh = -10
CCOc1cccc(CNCCc2c(C)[nH]c3ccc(OC(F)(F)F)cc23)c1O in ROC1-CUL1 inh = -5

The list goes on.
C=CC1CN2CCC1CC2[C@H](OCc1ccccc1)c1ccnc2ccc(OC)cc12 (some centres undefined)
  ROC1-CUL1 inh = 7

c1ccc2c(CNCCc3c[nH]c4ccccc34)cccc2c1
  ROC1-CUL1 inh = -12

CCN(CC)P(=S)(c1nc2ccccc2n1CC)N(CC)CC
  ROC1-CUL1 inh = -5

C[n+]1[n-]oc(=N)c1-c1ccccc1
  ROC1-CUL1 inh = 1

COc1ccc(C(=O)C2CCCN(Cc3ccn[nH]3)C2)cc1F (centres undefined)
  ROC1-CUL1 inh = 6

CC(=O)O[C@]1(c2ccccc2)CCN(C)[C@H]2CCCC[C@@H]21
  ROC1-CUL1 inh = 5

CC(C)(C)OC1CCC2(C)C(=CCC3C4CCC(=O)C4(C)CCC32)C1 (centres undefined)
  ROC1-CUL1 inh = -5

O=C(CN1CCCC1)c1ccccc1F
  ROC1-CUL1 inh = 9

N#CC(C#N)=NNc1ccc2[nH]c(=O)[nH]c2c1
  ROC1-CUL1 inh = 10

CCN1CCC2=NC(=S)C(C#N)=CC2C1 (centres undefined)
  ROC1-CUL1 inh = -1

CNc1ccc([N+](=O)[O-])c2ccccc12
  ROC1-CUL1 inh = -3

CNC(=O)Oc1ccc(-c2c[n+]3cc(C)ccc3n2C)cc1
  ROC1-CUL1 inh = -6

Cc1cccc(-n2c(/C=C/c3ccc(F)cc3)nc3ccccc3c2=O)c1
  ROC1-CUL1 inh = 1

COc1ccc(/C=C/c2nc3ccccc3c(=O)n2-c2ccc(Br)cc2)cc1
  ROC1-CUL1 inh = 2

CN1CCN(c2csc3ccc(F)cc3c2=O)CC1
  ROC1-CUL1 inh = -5

CC1CC(OC(=O)COc2ccccc2)(c2ccccc2)C(C)CN1C (centres undefined)
  ROC1-CUL1 inh = -6

CN(C)C(=O)NC1CCSC1=O (centres undefined)
  ROC1-CUL1 inh = 4

Cc1ccc2nc(NC(=O)c3cccn(Cc4ccccc4F)c3=O)sc2c1
  ROC1-CUL1 inh = 0

O=C(Nc1ccc(Br)cc1C(=O)c1ccccc1Cl)c1ccccc1F
  ROC1-CUL1 inh = 9

CCOC(=O)c1c(CN2CCC(C(=O)OCC)(c3ccccc3)CC2)n(-c2ccccc2)c2ccc(O)cc12
  ROC1-CUL1 inh = 0

Fc1cccc(CN2CCNCC2)c1F
  ROC1-CUL1 inh = -4

COCc1c(CN)cnc(C)c1N
  ROC1-CUL1 inh = 4

COC(=O)[C@H]1ON2CCc3ccccc3C2[C@H]1C(=O)O (some centres undefined)
  ROC1-CUL1 inh = -2

Cc1ncc2c(c1-c1noc(CN3CCCC3)n1)CCNC2
  ROC1-CUL1 inh = 8

CCOC(=O)N(CC)c1ccc(C(O)(C(=O)OC)C(F)(F)F)cc1 (centres undefined)
  ROC1-CUL1 inh = -10

Cc1cccc(CN2C(=O)CN=C(c3ccccc3Cl)c3cc(Cl)ccc32)c1
  ROC1-CUL1 inh = 4

O=c1[nH]c(=S)[nH]c(O)c1-c1ccccc1
  ROC1-CUL1 inh = 7

COc1ccc2nonc2c1[N+](=O)[O-]
  ROC1-CUL1 inh = -7

CCCCOc1ccccc1C1c2c(c3ccccc3oc2=O)OC(=N)C1C#N (centres undefined)
  ROC1-CUL1 inh = -2

NC(=O)OC1CCCC1
  ROC1-CUL1 inh = -4

A second format for part of the listing above:
smiles | ROC1-CUL1 inh
CCOC(=O)c1c(CN2CCC(C(=O)OCC)(c3ccccc3)CC2)n(-c2ccccc2)c2ccc(O)cc12 | 0
Fc1cccc(CN2CCNCC2)c1F | -4
COCc1c(CN)cnc(C)c1N | 4
COC(=O)[C@H]1ON2CCc3ccccc3C2[C@H]1C(=O)O (some centres undefined) | -2
Cc1ncc2c(c1-c1noc(CN3CCCC3)n1)CCNC2 | 8

Arranged by number of heavy atoms (largest number first): 3 of the compounds above.
Cc1ccc(C(=O)Nc2ccc(N3CCC(NC(C)Cc4cccnc4)CC3)cc2)c(C)c1 (centres undefined)
  ROC1-CUL1 inh = -1

O=C(CN1C(=O)CN=C(c2ccccc2)c2cc(Br)ccc21)NNC(=O)c1ccccc1
  ROC1-CUL1 inh = 4

CC(=O)O[C@]1(c2ccccc2)CCN(C)[C@H]2CCCC[C@@H]21
  ROC1-CUL1 inh = 5

(next part)
CN1CCC2(CC1)CC1CC3C=CC1(CN2)O3 (centres undefined)
  ROC1-CUL1 inh = -2

CCOC(=O)N1CCN(CC(Cl)c2ccc(F)cc2)CC1 (centres undefined)
  ROC1-CUL1 inh = -4

O=C1CC(c2cccnc2)Nc2ccc3ccccc3c21 (centres undefined)
  ROC1-CUL1 inh = 2

COc1ccc(NC(=O)CCc2nc(C3=CCN(Cc4cccc(Cl)c4)CC3)no2)c(OC)c1
  ROC1-CUL1 inh = -4

O=C(COc1ccccc1F)N1CCN(C2CCCCC2)CC1
  ROC1-CUL1 inh = 3

c1ccc(C2NCc3ccccc3-n3cccc32)cc1 (centres undefined)
  ROC1-CUL1 inh = -4

COc1ccccc1C1c2c(c3ccccc3oc2=O)OC(=N)C1[N+](=O)[O-] (centres undefined)
  ROC1-CUL1 inh = 1

Cc1[nH]c2ccc(OC(F)(F)F)cc2c1CCNCC1CC=CCC1 (centres undefined)
  ROC1-CUL1 inh = 2

Cc1ccccc1-n1c(-c2ccncc2)nc2ccc(Cl)cc2c1=O
  ROC1-CUL1 inh = 7

C=CCN1CCN(C(=O)COc2ccc(Cl)cc2Cl)CC1
  ROC1-CUL1 inh = -1

Cc1cc(C)cc(OCC(=O)Nc2ccc(Cl)cc2C(=O)c2ccccc2)c1
  ROC1-CUL1 inh = 1

COc1cccc(-n2c(C)nc3c(Br)cc(Br)cc3c2=O)c1
  ROC1-CUL1 inh = 4

CCC1=C(C)C(N2CCOCC2)=NP(N2CCOCC2)(N2CCOCC2)=N1
  ROC1-CUL1 inh = -6

O=c1[nH]c(O)c(N=Nc2ccc(O)cc2)c(=O)[nH]1
  ROC1-CUL1 inh = 12

CN(C)CC1CSCCC1(O)c1cccc(Cl)c1 (centres undefined)
  ROC1-CUL1 inh = -7

CN1CCOC(C)(C(O)C(Cl)(Cl)Cl)C1=O (centres undefined)
  ROC1-CUL1 inh = -4

COC(=O)CN1C(=O)C2(C3=C(CC(C)(C)CC3=O)OC(=N)C2C(=O)OC)c2ccccc21 (centres undefined)
  ROC1-CUL1 inh = 5

CCOC(=O)C1C(c2ccccc2)=NC(=O)C2c3ccccc3CC12 (centres undefined)
  ROC1-CUL1 inh = -3

CCCCCSc1cc(O)c(C(CNC)C(C)C)cc1OC (centres undefined)
  ROC1-CUL1 inh = 12

O=C1NC(=O)C(=Cc2ccsc2)C(=O)N1
  ROC1-CUL1 inh = 1

Source: PubChem BioAssay
